Bioassay records as filed in PubChem.
UPR XBP1 act: adaptive UPR (XBP1) activation; CHO-XBP1 luciferase reporter, IRE1-XBP1 UPR activation, luminescence; percent of tunicamycin response, DMSO as zero; activation, % at 20 µM; AID 463104; 330,000 tested, 0.33% active;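 active means versus positive control, 20 µM dose yields 30% or more activation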;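 further: 100% = tunicamycin at 10 µg/mL and 0% = DMSO only wells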
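Material – CHO cell line with stable XBP1 luciferase reporter · Buffer or medium – F12 plus 10% FBS · Compound – single point, 20 µM final compound, 1% DMSO · Schedule – 16-18 h cell attachment at 37 °C, then 6 h compound exposure · Signal – Steady-Glo luminescence read · Benchmarks – high control tunicamycin 10 µg/mL final, low control DMSO vehicle only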
CXCR6 inh: CXCR6 (human) receptor inhibition | CHO-K1 PathHunter CXCR6 beta-arrestin, luminescence | inhibition, % at 20 µM | 360,000 tested, 0.36% active; in the data active means inhibition above about 34%, passing the limit was not always enough;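 further: antagonist mode with CXCL16 agonist at 10 nM final; 0% = 10 nM CXCL16 with DMSO and 100% = unstimulated wells without agonist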
EBI2 block: EBI2 (human) antagonism. 360,000 tested, 0.81% active. EBI2 beta-arrestin recruitment, luminescence, 7a,25-OHC stimulated. inhibition, % at 5 µM; in the data active means inhibition above about 38%;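 further: enzyme fragment complementation signal reports receptor beta-arrestin coupling in cells; 0% = agonist plus DMSO wells and 100% = wells without agonist; some results beyond the cut were filed as inactive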
CCR6 antag: antagonists of human CCR6 receptor. P51684. CHO-K1 CCR6 PathHunter beta-arrestin, luminescence, CCL20-stimulated. inhibition, % at 20 µM. 340,000 tested, 0.49% active. AID 493098;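 active means compounds whose inhibition of the agonist-driven luminescence signal at 20 µM reaches about 50%, limit read from the data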;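 further: cells stimulated with CCL20 at 14 nM final; plate controls were DMSO with CCL20 for no effect and DMSO without agonist for full effect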
UPR CHOP act: apoptotic UPR (CHOP) activation; CHO-CHOP luciferase reporter, luminescence; percent of tunicamycin response over DMSO baseline; activation, % at 10 µM; 330,000 tested, 0.34% active;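 active means at 10 µM dose, activation of 40% or more, normalized to positive control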;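 further: 100% = tunicamycin at 10 µg/mL and 0% = DMSO alone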
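Dosing – one dose, 10 µM in 0.5% DMSO · System – CHO-CHOP cells, stable luciferase reporter of PERK-eIF2a-CHOP signalling · Input – 500 cells/well · Control set – tunicamycin 10 µg/mL final as positive, DMSO-only wells as negative · Timing – 6 h compound treatment, 37 °C · Measure – % activation vs tunicamycin · Technique – luminescence read with Steady-Glo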
Mdm2 MdmX PPI: disrupts the human Mdm2-MdmX interaction. SaOS-2 split-luciferase Mdm2/MdmX complementation, luminescence. inhibition, % at 8 µM. 330,000 tested, 3% active;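 active means inhibition of at least 50% at 8 µM in the primary screen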
Target sequence (O15151 whole entry, looked up): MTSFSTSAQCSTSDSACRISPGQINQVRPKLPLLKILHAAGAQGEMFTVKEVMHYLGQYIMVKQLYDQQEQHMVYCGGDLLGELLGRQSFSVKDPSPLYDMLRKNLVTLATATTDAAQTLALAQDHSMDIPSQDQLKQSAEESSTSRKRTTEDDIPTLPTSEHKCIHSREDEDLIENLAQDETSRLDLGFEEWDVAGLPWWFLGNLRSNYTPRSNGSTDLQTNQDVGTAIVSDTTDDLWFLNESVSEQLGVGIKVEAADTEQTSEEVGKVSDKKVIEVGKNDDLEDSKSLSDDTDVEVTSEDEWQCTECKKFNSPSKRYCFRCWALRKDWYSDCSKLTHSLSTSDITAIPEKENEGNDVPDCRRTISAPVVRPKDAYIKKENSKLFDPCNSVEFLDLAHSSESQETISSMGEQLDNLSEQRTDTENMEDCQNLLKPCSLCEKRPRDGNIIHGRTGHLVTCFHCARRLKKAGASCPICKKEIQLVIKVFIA
Target sequence (Q00987 whole entry, looked up): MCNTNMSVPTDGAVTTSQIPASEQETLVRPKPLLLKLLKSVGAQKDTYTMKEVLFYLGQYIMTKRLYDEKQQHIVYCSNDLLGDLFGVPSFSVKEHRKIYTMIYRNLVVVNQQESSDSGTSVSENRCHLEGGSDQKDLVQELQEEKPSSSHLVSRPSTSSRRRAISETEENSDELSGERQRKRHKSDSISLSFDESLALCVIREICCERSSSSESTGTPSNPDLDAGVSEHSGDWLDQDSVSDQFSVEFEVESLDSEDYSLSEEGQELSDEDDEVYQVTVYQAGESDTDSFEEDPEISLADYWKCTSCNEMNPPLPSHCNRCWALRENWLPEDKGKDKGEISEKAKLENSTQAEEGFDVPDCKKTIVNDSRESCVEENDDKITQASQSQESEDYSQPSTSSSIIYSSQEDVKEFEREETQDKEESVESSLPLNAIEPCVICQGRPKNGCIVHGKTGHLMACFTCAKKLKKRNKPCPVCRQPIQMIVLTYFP
Gli-Sufu antag: blocks Gli-Sufu signaling in a luciferase reporter; inhibition, % at 5 µM; Sufu-KO-LIGHT fibroblasts, Gli luciferase reporter luminescence; 340,000 tested, 0.74% active;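 active means inhibition above about 55%, limit read from the data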;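 further: 0% = DMSO-treated cells and 100% = wells with medium but no cells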
Jurkat NFkB inh: lowers PMA/ionomycin-induced NF-kB signal in Jurkat cells; AID 435003; 330,000 tested, 0.53% active; PMA/ionomycin-induced NF-kB luciferase reporter, luminescence; inhibition, % at 4 µM; in the data active means inhibition above about 50%
697 NFkB inh: lowers PMA/ionomycin-induced NF-kB signal in 697 B cells; 697 B-cell NF-kB luciferase reporter, 16 h; inhibition, % at 4 µM; 330,000 tested, 0.33% active; in the data active means inhibition above about 35%
The depositor's hits bear a star; / = not tested or not shown.

SMILES	UPR XBP1 act	CXCR6 inh	EBI2 block	CCR6 antag	UPR CHOP act	Mdm2 MdmX PPI	Gli-Sufu antag	Jurkat NFkB inh	697 NFkB inh
O=C(O)C1CCCCN1S(=O)(=O)c1ccccc1 (configuration not stated)	-1	-2	-1	-8	-0.1	25	-9	12	11
CCN1CCCc2cc(CN(CCN3CCOCC3)C(=S)Nc3ccc(C)cc3)ccc21	-2	14	0	6	-0.3	12	5	-5	13
CN(C(=O)c1ccc(NC(=O)Cc2cccc(NC(=O)C3CCN(C(=O)C4CCC4)CC3)c2)cc1)C1CC1	/	8	-9	3	/	/	-2	/	/
Cc1[nH]c2ccc(OC(=O)N3CCOCC3)cc2c1C(=O)OC(C)C	0	-4	-12	-10	-2.2	15	12	10	-49
Cc1ccc(N=C2NC(=O)CS2)c(C)c1	1	0	-6	-14	0.3	28	15	23	15
Cc1ccc(NC(=O)C[n+]2ccccc2)cc1C	-4	1	-2	-2	-0.6	11	3	16	2
O=C(CCNC(=O)c1ccccc1Cl)NCC1CCCO1 (configuration not stated)	-3	-4	8	2	-0.5	11	3	1	22
COCc1cc(=O)[nH]c(=S)[nH]1	0	-2	3	5	-1.2	-6	3	-6	19
COc1ccc(-c2cc(=O)c3c(OC)c(OC)c(OC)c(OC)c3o2)cc1	/	-4	2	6	/	/	-2	/	/
CC1(c2ccccc2)NC(=O)N(CC(=O)NCCN2C(=O)S/C(=C\c3cccnc3)C2=O)C1=O (configuration not stated)	/	-3	1	8	/	/	-5	/	/
Cc1ccc(C(=O)N2CCC(n3nccc3NC(=O)C3CCOC3)CC2)cc1 (configuration not stated)	-3	-6	-1	14	-0.5	11	-14	2	1
O=C(CSc1nnc(C2CC2)n1Cc1ccccc1)c1ccc(S(=O)(=O)N2CCOCC2)cc1	0	-4	1	5	0.6	9	0	-3	7
Cc1nc(SCC(=O)NC(=O)NCc2ccco2)nc(C)c1C	1	-6	-7	15	-1.2	14	-1	-6	3
CCCn1c(=O)[nH]c(=O)c2c(C(=O)OCC)cc(-c3cccs3)nc21	2	0	18	4	-0.1	2	6	-5	-7
CCOc1cc(Cl)c(CNCCCN2CCOCC2)cc1OC	-2	-6	-2	-16	0.8	4	-8	-8	-11
N/C(=N\OC(=O)Cc1cccs1)c1ccc([N+](=O)[O-])cc1	1	-7	6	6	2.8	-7	-18	-26	-6
Oc1ccc(/C=N/Nc2ccnc3cc(Cl)ccc23)c(O)c1O	-1	2	-7	39	9.4	12	19	11	5
C[n+]1ccc(C(=O)NCc2ccccc2)cc1	-5	6	-5	9	-0.3	-8	1	-10	-7
Cc1cc2c(cc1C)[n+](C)cn2CC(O)COCC1CC=CCC1 (configuration not stated)	1	4	-5	-3	-0.6	10	36	19	-39
O=C(O)c1cccc(S(=O)(=O)N2CCC(Cc3ccccc3)CC2)c1	-4	10	-5	15	1.8	12	-1	12	10
CCC(C)N1CC23C=CC(O2)C(C(=O)OC)C3C1=O (configuration not stated)	0	-11	-2	-2	-1.7	12	-16	11	14
COc1cc(/C=C/C(=O)OCC(=O)Nc2cccc(Oc3ccccc3)c2)ccc1O	2	-2	19	10	3.4	5	3	6	-15
CC(=O)N1c2ccc(S(=O)(=O)NCCC(=O)N3CCC(C)CC3)cc2CC1C (configuration not stated)	-2	8	-5	11	2.1	22	-17	-7	-20
COc1ccc(-c2noc(CNC(=O)c3ccoc3C)n2)cc1OC	2	12	-1	7	-0.4	6	-5	0	14
COc1nccnc1NS(=O)(=O)c1ccc(NC(=O)c2ccccc2Br)cc1	1	2	1	11	4.1	-6	-8	6	1
Cn1c(SCC(=O)Nc2ccc(NC(=O)c3cccs3)cc2)nnc1-c1ccncc1	-3	1	-14	-12	0.5	5	4	-4	-6
NC(N)=Nc1nc(CCN2C(=O)c3ccccc3C2=O)cs1	0	1	-2	12	2.3	14	4	12	11
Cc1noc(C)c1NC(=O)N(C)C[C@H]1Oc2c(cccc2N(C)C)C(=O)N([C@H](C)CO)C[C@@H]1C	/	1	-8	8	/	/	12	/	/
COc1ccc([N+](=O)[O-])cc1/C=N/NC(=O)CNC(=O)C(c1ccccc1)c1ccccc1	-3	1	9	-8	1.6	-19	-7	2	-3
CCCN(CC(=O)Nc1ccc(C(N)=O)cc1)CC(=O)Nc1ccc(Cl)cc1Cl	-4	-1	1	10	0.8	-33	11	9	-10
CCOc1ccc(NC(=O)CN(C)C(=O)Cc2sc(C)nc2-c2ccc(F)cc2)cc1OCC	-3	0	-2	5	-1.8	11	-9	-4	18
COC(=O)C1=CC(C(=O)c2cccs2)=NN(c2ccc(OC)cc2)C1C(=O)OC (configuration not stated)	3	19	15	28	4.4	12	6	14	6
CCNC(=O)N(CC)C[C@H]1N[C@@](C)(C(=O)OC)[C@H]2C(=O)N(Cc3ccccc3)C(=O)[C@@H]12	-1	7	-5	8	-0.4	32	0	5	-6
COc1cccc(-n2cnc(=O)c3cccnc32)c1	0	-7	2	-1	-2.9	12	-8	-7	10
COCCN(C(=O)c1cc(CN2C(=O)c3ccccc3C2=O)ccc1OC)c1c(N)n(CC(C)C)c(=O)[nH]c1=O	/	-2	5	5	/	/	5	/	/
CCCS(=O)(=O)c1nc(S(=O)(=O)c2ccc(C)cc2)c(N2CCCC2)s1	-6	0	16	8	-2.6	19	-12	-5	9
NC(=O)CSc1nnc(-c2cc3ccccc3o2)n1Cc1ccccc1	-1	-2	-14	-3	-0.5	1	6	5	-8
COc1cccc(C(=O)O[C@@H]2[C@H](Cc3ccccc3)NS(=O)(=O)[C@H]3C[C@@H]4C=C[C@]23O4)c1	-2	-10	3	0	0.0	-11	-2	17	7
O=c1[nH]c(Cc2ccccc2)nc2c1oc1ccccc12	0	0	-16	2	-1.5	5	-14	-1	12
CCOC(=O)C(CC)Sc1ncnc2c1nnn2-c1ccc(F)cc1 (configuration not stated)	2	9	0	9	0.3	7	8	2	-8
CC(Oc1ccccc1)C(=O)OCC(=O)Nc1ccc2c(c1)OCO2 (configuration not stated)	-1	-3	-6	0	0.1	-10	-5	-21	-22
CC(C)(C)n1nnnc1C(c1cccs1)N(Cc1ccccc1)Cc1cccnc1 (configuration not stated)	-7	29	20	10	-1.6	14	-36	4	7
CSc1ccccc1C(=O)NCCSC(C)(C)C	0	-7	-13	2	-1.3	-3	-11	4	14
CC(Sc1nnc(-c2ccco2)o1)C(=O)NCCC1=CCCCC1 (configuration not stated)	-2	-1	-11	-1	2.7	5	-1	-3	6
Cc1ccc(CNC(=O)CCS(=O)(=O)c2cc3c(cc2Cl)NC(=O)CO3)cc1	1	0	-23	15	2.6	-5	-6	11	11
CC1CN(C(=O)Cn2cc(S(=O)(=O)CC(=O)N(C)c3ccccc3)c3ccccc32)CC(C)O1 (configuration not stated)	-5	4	-1	1	1.5	16	2	8	-7
O=S(=O)([O-])C(c1ccccc1)[n+]1ccccc1 (configuration not stated)	0	1	-1	3	-0.5	-11	-9	-1	23
Fc1cccc(F)c1/C=C/c1ccc2ccccc2n1	-5	4	19	8	3.2	-174	-68	-150	-142
O=C(CCC(=O)N1CCN(c2ccccn2)CC1)c1cccs1	1	3	-6	1	0.7	-8	-40	-37	-24
Nc1ccccc1-n1c(=O)n(Cc2ccccc2F)c(=O)c2[nH]cnc21	-1	6	-21	1	-0.4	-11	0	-13	18

An excerpt from above in order of their number in Jurkat NFkB inh, lowest first.
smiles | UPR XBP1 act | CXCR6 inh | EBI2 block | CCR6 antag | Mdm2 MdmX PPI | Jurkat NFkB inh | 697 NFkB inh
O=S(=O)([O-])C(c1ccccc1)[n+]1ccccc1 (configuration not stated) | 0 | 1 | -1 | 3 | -11 | -1 | 23
CSc1ccccc1C(=O)NCCSC(C)(C)C | 0 | -7 | -13 | 2 | -3 | 4 | 14
CC1CN(C(=O)Cn2cc(S(=O)(=O)CC(=O)N(C)c3ccccc3)c3ccccc32)CC(C)O1 (configuration not stated) | -5 | 4 | -1 | 1 | 16 | 8 | -7
Cc1ccc(CNC(=O)CCS(=O)(=O)c2cc3c(cc2Cl)NC(=O)CO3)cc1 | 1 | 0 | -23 | 15 | -5 | 11 | 11

Carrying on.
SMILES	UPR XBP1 act	CXCR6 inh	EBI2 block	CCR6 antag	UPR CHOP act	Mdm2 MdmX PPI	Gli-Sufu antag	Jurkat NFkB inh	697 NFkB inh
Cn1c(CS(=O)Cc2c(Cl)cccc2Cl)nnc1SCc1c(Cl)cccc1Cl (configuration not stated)	-2	0	8	6	-0.3	-18	1	4	9
COc1ccc(CCNC(=S)N2CCN(S(=O)(=O)c3ccc(Cl)cc3)CC2)cc1	0	5	26	-7	1.9	33	6	13	6
Cc1ccc([N+](=O)[O-])c(C)[n+]1C	0	0	8	4	-0.7	-4	-16	3	-1
CC1(C)CC(CC(=O)O)C(=O)O1 (configuration not stated)	-2	-8	5	-5	2.3	18	6	-3	14
O=C1C(Cl)=C(N2CCOCC2)C(=O)N1c1ccccc1	-3	3	-7	9	-0.4	3	0	3	4
COc1ccc(N=c2oc3ccc(OC)cc3cc2-c2nc3ccccc3[nH]2)cc1	84*	2	29	5	135*	93*	5	-57	-83
CN1CCC(=NNC(=O)CN(c2ccc(Oc3ccccc3)cc2)S(C)(=O)=O)CC1	-1	-7	-8	-1	-0.9	4	2	-5	1
COc1ccc(N2CCN(C(=O)CSc3ncnc4scc(-c5ccc(C)cc5)c34)CC2)cc1	2	0	20	30	0.9	38	16	9	-19
Cn1c(=N)n(CC(=O)c2ccccc2)c2ccccc21	-6	6	2	-3	0.2	-62	-62	-37	-287
CCOC(=O)CCC(=O)N1CCOCCOCCN(C(=O)CCC(=O)OCC)CCOCCOCC1	0	0	-10	-4	-0.8	16	5	12	5
O=C(Nc1cccc(S(=O)(=O)N2CCCC2)c1)c1cc(-c2ccccn2)nc2ccccc12	-1	1	-5	19	-1.7	20	14	-13	9
Cc1cc(C)n(C(=O)CNc2ccccc2Cl)n1	6	1	-2	-14	-0.7	-13	-3	-4	18
COCCN(Cc1cc2ccc(C)c(C)c2nc1Cl)C(=O)N1CCOCC1	6	-2	-11	-1	0.1	-21	3	-1	-5
COc1ccccc1N1CCN(C(=O)CSc2nc3ccccc3[nH]2)CC1	-3	-4	-2	6	-1.5	-10	2	-4	-25
O=C(COC(=O)c1cc(-c2cccc3ccccc23)nc2ccccc12)NC1CCS(=O)(=O)C1 (configuration not stated)	-4	-2	-4	13	-1.0	20	-6	-17	14
COc1cccc(NC(=O)CSc2ccccn2)c1	0	0	-9	-1	2.1	-1	-27	-42	7
Cc1nc(NC(=O)c2ccc(Br)o2)ccc1Br	3	3	7	4	5.6	-24	-19	-19	-26
CC(C)CN(CC(C)C)C(=O)Nc1ccccc1F	-2	3	-1	10	-0.9	-12	-1	-19	-7
CCc1ccc(N2CC(C(=O)OCC(=O)c3c(N)n(CC(C)C)c(=O)n(C)c3=O)CC2=O)cc1 (configuration not stated)	-2	-11	-7	17	-2.7	10	4	11	9
[N-]=[N+]=CC(=O)C(Cc1ccccc1)N1C(=O)c2ccccc2C1=O (configuration not stated)	5	-4	3	7	0.3	-14	-8	-6	-20
c1ccc2c(c1)nnn2CNc1nccs1	0	5	-2	8	-2.1	4	43	4	1
